RAM inhibit – inhibitors of the yeast RAM network; S. cerevisiae dse1pr::URA3 reporter, 5-FOA growth OD615, 2 d; analog-sensitive cbk1-as2 kinase mutant strain; inhibition, % at 50 µM; 190,000 tested, 1.8% active; AID 868;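 active means inhibition above a set limit, 3 SD over mean compound inhibition, cut at about 8.4% in these data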;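 further: 0% = DMSO-only wells with no growth and 100% = 10 µM 1-NA-PP1 full growth; inhibition rescues growth on 5-FOA so higher OD means more RAM inhibition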
PPARg SRC3 recr – promotes SRC-3 coactivator recruitment by human PPARgamma; P37231; biochemical PPARgamma/SRC-3 coactivator recruitment assay; activation, % at 8 µM; 200,000 tested, 0.26% active; AID 731; in the data active means activation above about 23%;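 further: 0% = DMSO and 100% = reference agonist; some compounds past the cut are filed as inactive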
Target sequence (P37231 whole entry, looked up): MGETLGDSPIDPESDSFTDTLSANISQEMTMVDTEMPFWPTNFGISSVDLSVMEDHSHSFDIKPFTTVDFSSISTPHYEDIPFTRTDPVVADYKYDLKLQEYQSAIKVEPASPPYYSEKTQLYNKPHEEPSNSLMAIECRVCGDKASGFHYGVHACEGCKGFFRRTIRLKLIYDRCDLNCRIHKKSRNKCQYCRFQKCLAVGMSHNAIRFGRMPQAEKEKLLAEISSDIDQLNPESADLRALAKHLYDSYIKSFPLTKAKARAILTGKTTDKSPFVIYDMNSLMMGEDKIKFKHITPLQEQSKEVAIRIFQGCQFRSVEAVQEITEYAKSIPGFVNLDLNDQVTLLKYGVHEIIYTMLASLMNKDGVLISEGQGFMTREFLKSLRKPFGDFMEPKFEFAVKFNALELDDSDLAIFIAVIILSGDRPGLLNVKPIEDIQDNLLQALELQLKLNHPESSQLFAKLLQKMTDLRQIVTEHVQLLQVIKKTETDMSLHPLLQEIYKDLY
L major viab – Leishmania major promastigote growth inhibition. AID 1063. 200,000 tested, 9% active. Leishmania major promastigotes, resazurin fluorescence viability. inhibition, % at 10 µM; in the data active means inhibition above about 50%;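 further: promastigotes grown with compound for 44 hours at 28 °C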
HMGR II inh – E. faecalis class II HMG-CoA reductase inhibition; purified E. faecalis HMGR, NADPH absorbance 340 nm kinetic; inhibition, % at 10 µM; 190,000 tested, 0.41% active; AID 1066;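 active means inhibition above a set limit, the median over all tested compounds plus 3 SD, cut at about 9.5% in these data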;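 further: enzyme runs in reverse so mevalonate oxidation gives rising NADPH absorbance; 0% = complete reaction with DMSO and 100% = background rate lacking mevalonate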
S1P3 antag – blocks the human S1P3 receptor | Q99500 | CHO S1P3 NFAT-BLA reporter, FRET fluorescence, antagonist mode | inhibition, % at 4.98 µM | 170,000 tested, 0.27% active | AID 485;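 active means inhibition above the plate cutoff, the mean inhibition of test wells on that plate plus 3 SD, cut at about 28% in these data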;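 further: cells challenged with S1P at its EC80 of 0.8 µM; blue over green emission ratio from cleaved BLA substrate after 4 h stimulation; 0% = S1P-stimulated wells and 100% = unstimulated DMSO-only wells; some compounds past the cut are filed as inactive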
Target sequence (Q99500 whole entry, looked up): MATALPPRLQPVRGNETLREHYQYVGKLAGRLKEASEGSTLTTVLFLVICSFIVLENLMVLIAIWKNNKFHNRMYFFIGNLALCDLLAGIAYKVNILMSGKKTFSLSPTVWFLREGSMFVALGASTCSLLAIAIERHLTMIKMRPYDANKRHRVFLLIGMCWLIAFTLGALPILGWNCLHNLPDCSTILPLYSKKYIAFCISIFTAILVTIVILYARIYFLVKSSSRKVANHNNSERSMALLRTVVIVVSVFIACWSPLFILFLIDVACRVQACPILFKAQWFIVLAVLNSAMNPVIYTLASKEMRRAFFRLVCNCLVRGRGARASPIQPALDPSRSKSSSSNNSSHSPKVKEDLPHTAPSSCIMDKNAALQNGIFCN
DTT redox prof – compounds producing H2O2 with reducing agent – biochemical, NIH compound library profiling, artefact control for MLSCN library redox annotation, primary screen; DTT-dependent redox cycling H2O2, phenol red/HRP absorbance; 100% = 100 µM peroxide control, 0% = buffer; activation, % at 10 µM; 200,000 tested, 0.03% active; AID 878;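 active means activation of at least 50% relative to the plate's high and low controls in the primary single-dose screen; inactive means activation below 50%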;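 further: compound incubated with DTT at 0.8 mM final as the reducing agent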
bIAP inhibitor – intestinal alkaline phosphatase (bovine) inhibition | purified bovine IAP, CDP-star luminescence, 30 min | inhibition, % at 20 µM | 190,000 tested, under 10 active;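 active means over 50% inhibition of intestinal alkaline phosphatase at 20 µM in the single-dose screen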
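System: purified bovine intestinal alkaline phosphatase (IAP) enzyme; Input: IAP diluted 1/65,000,000 in the well; Measured by: CDP-star luminescence signal; Compound dosing: 20 µM single dose; Incubation: 30 min reaction at room temperature.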
PPARg SRC-1 ag – promotes SRC-1 coactivator recruitment by human PPARgamma; P37231; PPARgamma-SRC-1 coactivator recruitment biochemical assay; activation, % at 8 µM; 200,000 tested, 0.41% active; in the data active means activation above about 19%;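 further: 0% = DMSO and 100% = reference agonist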
TR-FRET SRC-2 ct – TR-FRET artefact, counter-screen to PPARgamma/SRC-2 agonist assay | TR-FRET ratio at 8 µM | 200,000 tested, 0.4% active | stronger effect = higher value; in the data active means TR-FRET ratio above about 2000; further: inactives centre near 1500; reference of the scale not given here
PPARg SRC-2 ag – PPARgamma-driven SRC-2 recruitment agonism; 200,000 tested, 0.34% active; PPARgamma LBD-SRC-2 recruitment, biochemical; activation, % at 8 µM; AID 1032; in the data active means activation above about 22%;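 further: 0% = vehicle and 100% = reference agonist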
ROMK primary – modulators of human ROMK potassium channel. B-score at 10 µM. P48048. Tet-inducible ROMK, thallium flux fluorescence; actives lie on both sides. 130,000 tested, 2% active;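 active means signal ratio slope over the read window, or its plate-corrected B-score, at least 3 SD from the plate mean, either direction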;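 further: B-score of the F/F0 ratio slope over 7 to 12 s after thallium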
Numbers without * were called inactive; / = no result given.

Sample of the layout, 8 compounds:
SMILES	RAM inhibit	PPARg SRC3 recr	L major viab	HMGR II inh	S1P3 antag	DTT redox prof	bIAP inhibitor	PPARg SRC-1 ag	TR-FRET SRC-2 ct	PPARg SRC-2 ag	ROMK primary
CNC(=O)Nc1ccccc1NC(=O)NC	1.1	0	-9	0	-2	1.8	6	-5	1485	3	/
CCn1c(SCC(=O)NNC(=O)c2ccc(C)cc2)nnc1-c1ccncc1	/	5	-8	/	/	-1.2	/	9	1630	3	/
COCCOC(=O)c1[nH]c2c(c1C)C(=O)CC(c1ccc(F)cc1)C2 (centres undefined)	1.5	7	14	-5	34	-0.6	9	7	1793	10	/
Clc1ccc(C2=Nn3c(nnc3-c3n[nH]c4c3CCC4)SC2)cc1Cl	0.7	2	48	-2	-10	2.4	2	2	1390	-5	/
CC(C)c1cc(Nc2cccc(O)c2)cc(C(C)C)c1O	/	15	22	/	13	1.3	14	9	1696	3	/
Nn1c(SCC(=O)NC2CCCc3ccccc32)nnc1-c1ccc(Cl)cc1Cl (centres undefined)	0.5	-2	-5	-3	-1	0.8	8	4	1802	10	/
O=C(CSc1ccc(-c2ccc(F)cc2)nn1)NCCc1ccccc1	3.5	3	11	0	-2	-0.5	-6	5	1565	1	0.86
O=C(O)Cn1nc(-c2ccccc2)oc1=O	1.2	0	-8	2	/	0.0	4	-1	1473	3	0.26

This part in full, previewed entries included:
SMILES	RAM inhibit	PPARg SRC3 recr	L major viab	HMGR II inh	S1P3 antag	DTT redox prof	bIAP inhibitor	PPARg SRC-1 ag	TR-FRET SRC-2 ct	PPARg SRC-2 ag	ROMK primary
CNC(=O)Nc1ccccc1NC(=O)NC	1.1	0	-9	0	-2	1.8	6	-5	1485	3	/
CCn1c(SCC(=O)NNC(=O)c2ccc(C)cc2)nnc1-c1ccncc1	/	5	-8	/	/	-1.2	/	9	1630	3	/
COCCOC(=O)c1[nH]c2c(c1C)C(=O)CC(c1ccc(F)cc1)C2 (centres undefined)	1.5	7	14	-5	34	-0.6	9	7	1793	10	/
Clc1ccc(C2=Nn3c(nnc3-c3n[nH]c4c3CCC4)SC2)cc1Cl	0.7	2	48	-2	-10	2.4	2	2	1390	-5	/
CC(C)c1cc(Nc2cccc(O)c2)cc(C(C)C)c1O	/	15	22	/	13	1.3	14	9	1696	3	/
Nn1c(SCC(=O)NC2CCCc3ccccc32)nnc1-c1ccc(Cl)cc1Cl (centres undefined)	0.5	-2	-5	-3	-1	0.8	8	4	1802	10	/
O=C(CSc1ccc(-c2ccc(F)cc2)nn1)NCCc1ccccc1	3.5	3	11	0	-2	-0.5	-6	5	1565	1	0.86
O=C(O)Cn1nc(-c2ccccc2)oc1=O	1.2	0	-8	2	/	0.0	4	-1	1473	3	0.26
O=C(Oc1ccccc1Cl)c1ccc(-n2cncn2)nc1	1.2	-2	-3	2	/	2.9	-6	8	1486	-2	/
CC(=O)Nc1ccc(S(=O)(=O)N2CCN(CCC#N)CC2)cc1	-0.3	0	-10	-8	11	-0.1	1	8	1494	-7	/
COc1ccc(C(=O)c2c[nH]c3ccccc23)cc1	-0.6	1	7	-7	/	-0.2	21	-1	1561	-4	-1.1
Cc1ccc(-c2nc(C#N)c(NCc3cccc4c3OCO4)o2)cc1	7.5	1	-8	0	-28	-0.2	20	9	1623	13	0.88
COCCCNC(=O)CSc1ccc(Cl)cc1	1.3	-2	-8	-1	24	3.0	2	3	1453	-2	/
Nc1cc(N)cc(C(=O)OCC(=O)Nc2cc(S(=O)(=O)N3CCCCC3)ccc2Cl)c1	3.3	4	-1	0	-12	0.0	3	2	1485	15	-0.12
COc1ccccc1C(CC(=O)N1CCCC1)c1ccc2c(c1)OCO2 (centres undefined)	-0.1	4	22	2	-5	-0.1	-3	-5	1450	-8	-0.022
Cc1ccc(Cn2nnnc2CN2CCC(NC(=O)C(C)(C)C)CC2)cc1	-0.1	-2	25	-4	-11	-1.5	-10	1	1285	0	0.24
CC(=O)c1cc(OC(=O)N2CCOCC2)ccc1OC(=O)N1CCOCC1	0.3	-1	-2	2	-22	0.8	-4	0	1582	-2	/
Cc1ccc(NS(=O)(=O)c2ccc(CCC(=O)NCCO)cc2)cc1	0.4	1	4	-4	/	0.1	0	-2	1253	1	0.69
CC1CN(c2nc3c(c(=O)[nH]c(=O)n3C)n2Cc2ccccc2F)CC(C)O1 (centres undefined)	1.1	3	-1	-4	/	1.0	-6	3	1661	0	-0.77
COc1ccc(/C=C\C(=O)CC(O)(c2ccccc2)C(F)(F)F)cc1 (centres undefined)	2.7	2	100*	0	/	0.1	35	2	1573	1	-0.001
O=C(NCC(=O)N(c1ccccc1F)C(C(=O)NCC1CCCO1)c1ccccc1)c1ccco1 (centres undefined)	0.7	1	-4	-1	-34	3.3	0	7	1498	6	/
COc1cccc(NC(=S)N2CCn3c(nc4ccccc43)C2)c1	3.6	-2	-5	-1	-17	-0.3	11	1	1921	12	/
CCn1c(CCNC(=O)c2cccs2)n[nH]c1=S	0.9	1	-4	0	-14	1.4	-8	-1	1464	4	/
CCCCS(=O)(=O)N1CN(S(=O)(=O)CCCC)C2NC(=O)NC21 (centres undefined)	0.1	-16	6	-3	-29	0.0	4	-4	1348	-4	/
CCOC(=O)C1CCN(C(=O)c2cc(S(=O)(=O)N3CCOCC3)c(Cl)cc2Cl)CC1	2.9	-10	-10	1	-15	1.3	-6	7	1634	6	/
Cc1c(NC(=O)CSc2ccc(Cl)cc2)cccc1-c1nc2cc(Cl)ccc2o1	3.5	7	-4	-1	-19	3.6	16	7	1595	4	/
COc1ccccc1NS(=O)(=O)c1cc(NC(=S)Nc2cc(C)cc(C)c2)ccc1Cl	3.4	1	41	-1	-13	-0.1	-18	9	1511	7	0.13
CC1Cc2ccccc2N1C(=O)CSc1nnnn1C(C)C (centres undefined)	1.3	9	4	-3	/	1.8	0	6	1560	-2	/
Cc1ccc(NC(=S)NC(=O)c2ccc(F)cc2)cc1S(=O)(=O)Nc1ccccc1Cl	5.1	2	7	-4	-7	-0.6	11	3	1553	8	0.1
N=c1oc2ccccc2cc1-c1nc(-c2ccc(Cl)cc2)cs1	4.5	5	-4	2	-5	0.8	4	2	1708	8	/
CCn1cc(C(=O)OCC(=O)c2ccc(Cl)cc2)c(=O)c2ccc(C)nc21	1.5	-1	0	0	5	0.0	14	2	1543	4	-0.25
COc1ccc(OC)c(NC(=O)CCN2CCCC(C)C2)c1 (centres undefined)	2.0	4	2	-1	3	3.3	4	12	1557	1	-0.008
O=C(CSc1nnnn1-c1ccccc1)Nc1nsc(-c2ccc(Cl)cc2)n1	1.7	7	-6	0	6	-3.2	13	7	1576	2	/
O=C(COc1ccccc1)N/N=C/c1cc2c(cc1[N+](=O)[O-])OCO2	4.5	6	10	-2	/	0.0	6	-3	1548	1	/
CCOc1ccc(NC(C)C(=O)N/N=C/c2cccs2)cc1 (centres undefined)	1.6	0	-1	-2	-27	-0.5	15	1	1570	6	0.74
O=C(COC(=O)CNC(=O)c1ccc(Br)o1)Nc1ccccc1OC(F)F	3.1	0	0	1	-23	-0.4	4	8	1531	-2	-0.21
Cc1oc2c(c1C(=O)O)C(=O)c1ccccc1C2=O	-0.6	1	100*	-2	-12	-1.7	-10	4	1566	-8	-0.017
Cc1occc1-c1nnc(SCC(=O)c2ccc(Cl)cc2)n1C	0.3	11	-1	-9	-24	0.1	10	3	1730	10	-0.68
N#Cc1nc(COc2cccc(Cl)c2)oc1NCc1ccncc1	0.7	8	-4	-3	-2	0.7	-4	4	1434	-1	-1.5
c1ccc(-c2noc(-c3ccc4c(c3)OCO4)n2)cc1	3.6	-2	-2	5	-20	0.0	1	-2	1572	3	0.63
COc1ccccc1-c1nc(C(N)=O)c2[nH]c(=O)n(-c3cccc(C)c3)c2n1	7.9	-6	40	-8	1	0.2	-20	-4	1221	-1	-0.89
COc1cc(CSc2ncn[nH]2)c(OC)cc1CSc1ncn[nH]1	0.0	2	4	-7	11	-3.6	-20	4	1368	4	0.038
CCC(C)NS(=O)(=O)c1ccc(OCC(=O)N2CCC(C)CC2)cc1 (centres undefined)	2.1	6	5	-3	/	0.8	7	-11	1427	-1	/
COc1ccc(N(CC(O)CN2C(=O)NC(C)(C)C2=O)S(=O)(=O)c2ccc(C)cc2)cc1 (centres undefined)	0.3	-5	-7	-7	/	0.1	-16	-3	1514	3	0.18
CCCCS/C(N)=N/N=C/c1ccccc1O	1.9	-4	-3	-7	/	0.4	23	0	1480	-1	-0.8
O=C(/C=C/c1ccco1)NCCc1ccccc1	1.1	1	1	0	0	-0.9	14	3	1662	4	/
COc1cccc(OC)c1OCC(O)CN1CCN(c2ccccc2)CC1 (centres undefined)	0.0	11	-3	4	-7	-0.7	1	0	1677	12	/
N#C/C(=C/c1cccs1)c1nc2ccccc2[nH]1	7.2	8	85*	3	9	0.1	-11	8	1638	3	/
CCOc1ccc2nc(NC(=O)C3=NNC(=O)CC3)sc2c1	2.6	-5	15	-3	-7	0.7	-14	0	1368	-10	-0.0017
CCNC(=S)Nc1cc(OCC)c(N2CCOCC2)cc1OCC	-0.8	0	64*	4	-8	/	-8	-6	1484	-5	/
Nc1nc(-c2ccco2)nn1C(=O)c1ccccc1	0.3	2	0	2	/	-4.7	10	-1	1355	-1	/
N#CC1=C(N)Oc2cc3c(cc2C1c1ccc(Cl)cc1)OCO3 (centres undefined)	2.9	16	47	-8	72*	9.5	16	0	1548	12	0.0072
O=C(CCC1CCCCC1)Nc1c[nH]c(=O)[nH]c1=O	0.9	5	1	-2	/	-0.3	6	1	1479	2	0.089
CC1CCCCN1CCCNC(=O)c1ccc2c(=O)n(CCc3ccccc3)c(=O)[nH]c2c1 (centres undefined)	-0.8	1	24	2	/	0.1	15	-5	1491	10	-3*
COc1cccc(NC(=O)C(c2ccccc2)N2CCN(c3ccccn3)CC2)c1 (centres undefined)	2.4	-3	12	3	-2	-0.4	-1	1	1427	3	0.55
Cc1cc(-c2ccco2)n(CC(=O)NCCN(C)C)n1	1.8	5	-1	-2	-40	-0.8	1	4	1579	-1	/

High-throughput results (PubChem)
